ABCB6 inh MLPCN: human ABCB6 transporter inhibition; Q9NP58; K562-ABCB6 porphyrin accumulation, flow cytometry, 1 h; stronger effect = lower value; fluorescence ratio to DMSO, % at 10 µM; actives 0.19% (n = 360,000); AID 602162;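 active means fluorescence ratio to DMSO below 75%, the collection mean minus 3 SD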;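 further: signal is porphyrin accumulated inside mitochondria; 100% equals median channel fluorescence of DMSO control wells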
Glyco luc inh: N-linked glycosylation inhibition; reporter increase, % at 12.5 µM; AID 588692; D54 ERlucT glycosylation luciferase reporter, 24 h; percent of 100 nM tunicamycin response; actives 0.23% (n = 360,000);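 active means mean luciferase reporter signal, scaled so untreated is 0 and the glycosylation-blocking control 100, at or above a set limit in every replicate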;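 further: luciferase carries N-glycosylation sites so blocking glycosylation raises the light; 0% = median of neutral control wells and 100% = median of 100 nM tunicamycin wells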
HTR2A ag: activates the mouse 5-HT2A serotonin receptor. P35363. CHO-K1 mHTR2A beta-arrestin complementation, luminescence; percent of 30 µM serotonin response. activation, % at 7.6 µM. actives 0.66% (n = 360,000). AID 624169;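 active means activation above a run cutoff, the mean activation of all tested compounds plus 3 SD, cut at about 14% in these data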;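 further: 0% = plate median of compound wells and 100% = 30 µM serotonin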
Target sequence (P35363 whole entry, looked up): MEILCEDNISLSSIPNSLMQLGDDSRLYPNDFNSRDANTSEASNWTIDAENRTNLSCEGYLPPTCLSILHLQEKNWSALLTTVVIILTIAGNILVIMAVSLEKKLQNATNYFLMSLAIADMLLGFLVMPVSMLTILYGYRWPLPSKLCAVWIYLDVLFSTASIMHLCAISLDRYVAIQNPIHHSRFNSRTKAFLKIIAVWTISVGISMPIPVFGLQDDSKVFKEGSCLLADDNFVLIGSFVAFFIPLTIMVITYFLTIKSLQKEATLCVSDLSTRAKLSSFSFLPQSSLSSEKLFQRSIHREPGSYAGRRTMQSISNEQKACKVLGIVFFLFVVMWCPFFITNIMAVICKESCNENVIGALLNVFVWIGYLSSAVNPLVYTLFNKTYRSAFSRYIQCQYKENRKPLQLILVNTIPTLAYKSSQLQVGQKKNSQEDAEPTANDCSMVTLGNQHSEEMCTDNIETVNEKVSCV
MC4R antag cAMP: human MC4R antagonism in cAMP assay | P32245 | MC4R-expressing cells, MTII-stimulated cAMP, LANCE TR-FRET | inhibition, % at 6.5 µM | actives 0.48% (n = 360,000) | AID 540295;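 active means inhibition above its plate's cutoff, the mean of tested wells on that plate plus 3 SD, cut at about 29% in these data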;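 further: 0% = Melanotan II alone and 100% = Melanotan II plus saturating MCL0020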
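Material: human MC4R-expressing U2OS cells. Probe or stimulus: Melanotan II challenge. Dosing: 6.5 µM single dose. Times: 30-min compound, 1-h challenge, 1-h detection, room temperature. Technique: TR-FRET with Eu-cAMP and labeled anti-cAMP, 671 nm. Replication: singlicate.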
Vif inh: blocks HIV Vif function; HEK293T cells, Vif self-association by quenched fluorescence, imaging, 24 h; inhibition, % at 7.49 µM; actives 0.35% (n = 340,000); AID 602346; in the data active means inhibition above about 50%, passing the limit was not always enough; further: some results filed as inactive read as strong as hits
PDI turbidity: inhibitors of human protein disulfide isomerase; inhibition, % at 10 µM; PDI insulin aggregation turbidity, A650, 90 min; P07237; actives 0.052% (n = 350,000);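 active means mean inhibition across replicates of 30% or more, whatever share of single replicates reach that level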;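 further: absorbance from insulin aggregation driven by PDI reduction with DTT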
Target sequence (P07237 whole entry, looked up): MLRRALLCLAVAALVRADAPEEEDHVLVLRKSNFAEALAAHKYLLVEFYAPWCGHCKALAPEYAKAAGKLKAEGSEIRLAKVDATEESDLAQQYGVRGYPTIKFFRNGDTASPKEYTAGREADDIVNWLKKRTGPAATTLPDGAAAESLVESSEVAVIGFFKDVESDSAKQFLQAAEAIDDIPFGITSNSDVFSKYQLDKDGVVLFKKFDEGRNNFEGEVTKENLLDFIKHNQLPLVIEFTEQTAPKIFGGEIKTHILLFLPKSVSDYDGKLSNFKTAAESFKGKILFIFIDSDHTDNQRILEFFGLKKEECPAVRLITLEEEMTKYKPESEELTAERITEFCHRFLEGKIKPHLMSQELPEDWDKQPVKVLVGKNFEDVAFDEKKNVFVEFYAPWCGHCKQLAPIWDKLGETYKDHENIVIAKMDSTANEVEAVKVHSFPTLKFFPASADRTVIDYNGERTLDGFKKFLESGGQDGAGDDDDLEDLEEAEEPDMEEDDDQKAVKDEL
CaV13 FRET inh: Disruptors of the CACNA1D IQ motif to Ca2+-dependent inactivation inhibitor domain association, primary screening, Förster resonance energy transfer in intact living … | HEK cells, CFP/YFP FRET ICDI-IQ, plate reader, 10 min; percent FRET-ratio fall versus neutral wells | inhibition, % at 12.3 µM | actives 0.098% (n = 340,000) | AID 743397;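 active means mean replicate inhibition of at least 30% and at least 1% of replicates passing that level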;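 further: 0% = median of the neutral control wells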
Cardio protect: modulators protecting cardiomyocytes from myocardial damage; H9c2 cardiomyocytes, H2O2 injury protection, ATPLite, 2 h; actives 0.63% (n = 360,000); protection from H2O2 cell death, % at 20 µM;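 active means compounds giving at least 50% protection of heart cells from peroxide-induced death in the single-dose screen, raw or plate-pattern-corrected value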;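 further: 0% = DMSO wells with peroxide and 100% = DMSO wells without peroxide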
aDG glyco act: alpha-DG glycosylation activation; Pro5-aDG cells, alpha-DG glycosylation AlphaScreen (IIH6); 0% Pro5, 100% B10-LARGE cell signal; activation, % at 10 µM; actives 0.22% (n = 360,000);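 active means activation of at least 8% versus controls, or a plate z-score of at least 8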;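 further: Pro5 are CHO cells carrying HIG-tagged alpha-DG that lacks glycosylation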
MC4R barr agon: human MC4R agonism via beta-arrestin | AID 540308 | activation, % at 8.9 µM | U2OS MC4R beta-arrestin complementation, luminescence; percent of melanotan II response, DMSO zero | actives 0.98% (n = 360,000);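 active means activation above a per-plate cutoff, the mean activation of sample wells on that plate plus 3 SD, cut at about 8% in these data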
The depositor's hits bear a star; . = not tested or not shown. An unsorted share of the library (roughly 3.6% active in at least one column).

SMILES	ABCB6 inh MLPCN	Glyco luc inh	HTR2A ag	MC4R antag cAMP	Vif inh	PDI turbidity	CaV13 FRET inh	Cardio protect	aDG glyco act	MC4R barr agon
Cc1cc(S(=O)(=O)N2CCC3(CC2)OCCO3)c(C)cc1Cl	100	-3	4	4	13	-2	-6	-5	0.3	-1.1
COc1cccc(C(=O)Nc2ccc3c(c2)n(C)c(=O)n3C)c1	102	12	4	-3	-5	3	-4	1	0.2	0.0
Cc1ccc(/C=N/NC(=O)c2nnn(-c3nonc3N)c2CSc2ccc(Cl)cc2)cc1	96	-2	11	8	6	26	3	4	0.2	5.4
N/N=C1\CCCc2c1[nH]c1ccc([N+](=O)[O-])cc21	99	-2	1	-3	-4	-2	-5	3	0.2	1.4
COc1ccc(/C=C2\SC(=S)N(CC(=O)OCC(=O)Nc3ccc([N+](=O)[O-])cc3OC)C2=O)cc1	93	2	5	1	1	-6	-1	-3	0.7	-2.5
CN1CCCC(C)(C(=O)Nc2ccc(-n3cccc3)cc2)C1 (centres undefined)	98	1	-4	-9	6	-1	-4	7	0.1	-0.5
CCNc1nc(N2CCOCC2)nc(N(c2ccccc2)c2ccccc2)n1	102	1	0	1	11	-6	-6	-1	0.6	-1.5
COc1ccccc1C(=O)C1CCCN(C(=O)CSc2ccccn2)C1 (centres undefined)	88	0	-2	-2	1	4	-6	-4	0.2	2.8
CCCN1C(=O)COc2ccc(-c3n[nH]c(=O)c4ccccc34)cc21	96	-2	3	4	-1	-1	-5	19	0.3	-2.0
CC(=O)Nc1ccc(NC(=O)CSc2nc3ccccc3c(=O)n2CCCN2CCOCC2)cc1	103	1	6	5	19	-1	-6	6	0.0	1.7
CCCCn1c(N)c(N(Cc2ccccc2)C(=O)COc2ccccc2F)c(=O)[nH]c1=O	100	0	2	3	6	11	-5	1	-0.1	-3.4
CCn1c(=O)c(=O)n(CC)c2cc(S(=O)(=O)Nc3ccc(C)cc3)ccc21	92	3	-3	3	3	3	-14	-4	0.1	-1.0
C[C@@H]1CN([C@@H](C)CO)S(=O)(=O)c2ccc(Br)cc2O[C@H]1CN(C)C(=O)Cc1cccnc1	98	2	-4	12	-2	-2	-5	7	0.0	1.2
Cc1noc(C)c1S(=O)(=O)Nc1ccc2c(c1)C(=O)N([C@H](C)CO)C[C@H](C)[C@@H](CN(C)C(=O)Nc1ccc(C(F)(F)F)cc1)O2	98	2	5	8	.	18	-7	-11	0.0	0.0
CN(C)c1ccc(C(=O)OCC(=O)N2CCCCCC2)cc1	102	1	8	4	6	5	-4	1	-0.2	-0.4
COc1ccc(C(=O)C2CCCN(Cc3cn[nH]c3-c3ccccc3)C2)cc1OC (centres undefined)	92	-3	-4	-4	1	-1	4	3	0.1	-1.6
CC(=O)Oc1ccc(C(=O)OCC(=O)c2c(N)n(C)c(=O)n(C)c2=O)cc1OC(C)=O	100	2	1	0	-4	-1	-2	65*	0.1	-2.4
COc1cc(OC)cc(C(=O)NCC(=O)OCC(=O)N2CCc3ccccc32)c1	93	1	-2	10	13	-2	-6	-6	-0.2	-4.5
CCOc1ccc(S(=O)(=O)N2CCN(C(=O)c3ccc(C)c(S(=O)(=O)N4CCOCC4)c3)CC2)cc1	101	0	3	20	-3	-2	-6	-10	0.5	-0.9
CCCc1[nH]nc2c1C(c1ccncc1)C(C#N)=C(N)O2 (centres undefined)	96	1	1	14	7	3	.	-10	-0.2	0.6
COC(=O)Nc1nc(-c2cc(Cl)ccc2Cl)cs1	102	-1	6	6	4	3	-3	-6	-0.1	10*
COCCNC(=O)c1c(NC(=O)c2nc(SC)ncc2Cl)sc2c1CCCC2	91	2	3	5	.	-7	-8	-13	-0.1	1.9
O=C(CCNS(=O)(=O)c1cccs1)N1CCN(c2cccc(Cl)c2)CC1	95	-3	6	13	13	13	-3	0	0.1	1.0
CCOC(=O)[C@H]1[C@H]2COc3ccc(Cl)cc3[C@@H]2N2C(=O)CN(Cc3ccccc3)C(=O)[C@@]12C	101	-3	-1	4	-6	5	-10	3	0.0	0.0
O=C1COc2ccc(C(=O)COC(=O)C3CC(O)CN3S(=O)(=O)c3ccc(Cl)cc3)cc2N1 (centres undefined)	100	0	0	9	9	1	-2	1	-0.4	-1.7
CCOc1ccc(OCCC(=O)NNC(=O)c2cc(C)oc2C)cc1	87	1	-1	-5	12	-3	-5	-3	-0.2	-0.2
O=C(c1cc(C2CC2)nc2ccccc12)N1N=C(C(F)F)CC1(O)C(F)F (centres undefined)	81	0	2	0	5	8	-5	-6	0.1	1.9
COc1ccc(C2=NNC(c3ccco3)=Nc3ccc(F)cc32)cc1	100	3	3	-2	-1	3	-6	-8	-0.1	-0.8
COc1cccc(NS(=O)(=O)c2ccc(C)c(C(=O)N3CCCCC3)c2)c1	95	0	-9	3	.	7	-5	1	-0.2	-1.1
COC(=O)C(C)Sc1ccc2nnc(CCNS(=O)(=O)c3ccc(C)cc3)n2n1 (centres undefined)	90	1	-3	1	2	5	-7	3	-0.2	0.9
CCN(CC1CCCO1)C(=O)CCc1nnc(CCc2ccccc2)o1 (centres undefined)	103	0	7	-4	.	-3	-6	-5	-0.2	-0.5
O=S(=O)(c1ccc(Cl)cc1)N1CCN(CCc2ccccc2)CC1	163	-1	-9	-4	-8	-1	-4	-2	0.0	4.1
C/C(N)=C(/C#N)C(=O)COC(=O)CSc1ccc2ccccc2c1	93	2	-2	7	-7	5	-5	-2	0.0	-1.8
CCCc1nnc(SCC(=O)N(CC)CC)n1CC1CCCO1 (centres undefined)	92	3	-3	14	.	7	-5	2	-0.2	-3.0
CSCCC1NC(=O)N(CC(=O)N2N=C(c3ccc(Cl)cc3)CC2c2ccco2)C1=O (centres undefined)	101	-2	-2	-3	2	2	-3	-2	0.5	0.4
COc1ccc(/C=C/C(=O)NCC(=O)N/N=C/c2ccc(OC)cc2)cc1	104	1	-4	0	14	3	-3	7	0.1	-2.4
CN(C)CCN(C(=O)C1CCCCC1)c1nc2cc3c(cc2s1)OCO3	107	-2	-18	1	0	7	-7	-1	0.7	2.9
CCCn1c2ccccc2c2cc(C(=O)O)ccc21	99	0	6	0	21	-7	-6	-2	-0.1	0.0
COc1ccc(-c2[nH]nc3oc(=O)cc(C)c23)cc1	98	0	4	-10	13	1	-2	-5	0.1	-2.0
CC(=O)c1ccc(S(=O)(=O)N(C)CC(=O)Nc2ccc(C)cc2)cc1	94	-1	1	8	-1	-1	-3	-10	-0.3	-0.2
Cc1ccc(/C=C/C(=O)N2CCC(Cc3ccccc3)CC2)cc1	97	-1	-4	3	-2	-31	-5	-19	0.3	0.9
COc1cc(OC)cc(C(=O)Nc2ccc(N(C)C)c3ccccc23)c1	129	3	1	21	-2	3	-4	9	0.2	0.8
Cc1[nH]n(-c2ccccc2)c(=O)c1CCOC(=O)c1ccc(C(F)(F)F)cc1	101	-1	-4	1	0	11	-5	-5	-0.1	-0.8
Cc1ccc(Nc2nc(Cl)nc(NC3CCCCC3)n2)cc1	99	10	3	11	1	-9	-4	-9	0.0	2.5
CCC(Oc1ccccc1)C(=O)Nc1ccc(C)c(S(=O)(=O)N2CCOCC2)c1 (centres undefined)	95	0	-2	10	-3	-2	-5	-4	0.2	-3.2
O=C1Cc2cc(S(=O)(=O)Nc3ccccc3Cl)cc3c2N1CCC3	99	-1	6	11	-3	5	-14	7	-0.1	-2.1
O=c1[nH]c2ccccc2cc1-c1nnn(-c2ccc(F)cc2)n1	98	4	1	4	-2	3	-11	-20	0.1	-0.1
CC1=CC(=C2C(=O)c3ccccc3C2=O)C=C(C)N1Cc1ccco1	66*	1	0	0	0	0	-5	3	-0.2	-1.6
CCC1CCCCN1C(=O)CCNC(=O)Cn1cnc2ccccc2c1=O (centres undefined)	166	2	0	2	-5	1	-3	0	-0.1	-0.4
Cc1cc(NC(=O)c2ccc([N+](=O)[O-])cc2)no1	100	0	1	4	-1	13	-5	-7	0.0	-0.7
CN(C)CCNC(=O)C1(O)c2cc(Br)ccc2NC(=O)N1c1ccc(Cl)cc1 (centres undefined)	101	1	-4	5	.	3	-21	12	-0.1	-1.6
O=C(Nc1c[nH]c2c(Cl)cccc2c1=O)N1CCN(c2ccccn2)CC1	97	1	-2	-2	-2	-13	-4	10	-0.1	-0.1
O=C(NCCN1CCN(c2ccccc2)CC1)Nc1ccccc1Cl	100	2	-4	1	-3	-5	-20	0	-0.1	1.0
Cc1ccc(Sc2c([N+](=O)[O-])c(C)nn2C)cc1	103	-3	-6	4	-14	-2	-6	-3	0.1	-0.4
Cc1ccccc1NC(=O)c1cccc2c1C(=O)N(C1CCCCC1)C2	95	-6	4	1	-4	-4	-3	-2	-0.3	-0.5
COc1cc(CNC(C)C)c(Br)cc1OC1CCCC1	97	-4	4	6	25	-1	-5	2	0.0	0.4
CCn1c(=NC(=O)c2cccc(N3C(=O)CCC3=O)c2)sc2c(OC)ccc(OC)c21	82	3	0	5	15	.	-6	26	0.1	-0.4
O=C(O)Cc1csc2ccccc12	97	-2	2	3	1	-8	.	3	0.3	-1.4
CCOc1cc2ccccc2cc1C(=O)Nc1ccccn1	100	3	4	3	9	-3	-3	-7	0.0	1.0
O=C(C[C@@H]1C[C@@H]2c3cc(NS(=O)(=O)c4ccc(F)cc4)ccc3O[C@@H]2[C@@H](CO)O1)NC1CCCCC1	99	-2	6	8	.	-5	-7	0	-0.2	-0.6

(continued)
SMILES	ABCB6 inh MLPCN	Glyco luc inh	HTR2A ag	MC4R antag cAMP	Vif inh	PDI turbidity	CaV13 FRET inh	Cardio protect	aDG glyco act	MC4R barr agon
Cc1c(OCC(=O)NCCCn2ccnc2)ccc2c3c(c(=O)oc12)CCCC3	92	0	-4	1	0	1	-2	-2	0.0	-3.7
O=C(NC1CCCC1)C(c1c(F)cccc1Cl)N(C(=O)c1csnn1)C1CC1 (centres undefined)	96	0	-2	-4	-3	3	-5	1	0.0	-1.2
CC(=O)c1cccc(S(=O)(=O)NCCCN2CCOCC2)c1	100	-1	3	6	16	-5	-2	1	-0.3	-0.5
Cc1cc(C)nc(NS(=O)(=O)c2ccc(NS(=O)(=O)c3ccc(F)c(F)c3)cc2)n1	98	1	4	7	12	10	-14	5	-0.3	-0.7
CCc1ccc(NC(=O)Cn2cnc([N+](=O)[O-])c2)cc1	97	0	5	2	23	-1	-1	4	0.1	-0.5
COc1cc2nc(NC(=O)c3ccccc3)sc(=O)c2cc1OC	97	41*	4	-4	0	-1	-4	28	-0.1	1.4

Given field by field: entries from further up
Cc1c(OCC(=O)NCCCn2ccnc2)ccc2c3c(c(=O)oc12)CCCC3
- ABCB6 inh MLPCN: 92
- Glyco luc inh: 0
- HTR2A ag: -4
- MC4R antag cAMP: 1
- Vif inh: 0
- PDI turbidity: 1
- CaV13 FRET inh: -2
- Cardio protect: -2
- aDG glyco act: 0.0
- MC4R barr agon: -3.7

O=C(NC1CCCC1)C(c1c(F)cccc1Cl)N(C(=O)c1csnn1)C1CC1 (centres undefined)
- ABCB6 inh MLPCN: 96
- Glyco luc inh: 0
- HTR2A ag: -2
- MC4R antag cAMP: -4
- Vif inh: -3
- PDI turbidity: 3
- CaV13 FRET inh: -5
- Cardio protect: 1
- aDG glyco act: 0.0
- MC4R barr agon: -1.2

Compound activity (PubChem BioAssay)
